KOR beta-arrestin-1: kappa opioid receptor blockers – cell-based, luminescence, uHTS (AID 1778); KOR beta-arrestin recruitment, luminescence, antagonist mode; higher % means a stronger effect; inhibition, % at 10 µM; hits with a dose series show IC50 in µM; 290,000 tested, 0.091% active; note: strong numbers were not always called active
T cell HTS: modulates CD8 T cell binding to vesicles; calls only at 7 µM; 330,000 tested, 0.068% active; 2C CD8+ T cell-vesicle binding, flow cytometry; stronger effect = lower value;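 active = response, share of CD8 T cells binding vesicles, and their 90th percentile fluorescence all below set limits, cut at about 80% in these data, passing the limit was not always enough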
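Assay system: 2C TCR transgenic mouse naive CD8+ T cells, MACS-purified | Read-out: CD8+ gate FL2 mean fluorescence as % of same-row positive control | Signal: High-throughput flow cytometry with anti-B7-1 and anti-CD8 staining | Timing: Binding step 1.5 h, 37 °C, antibody labelling 20 min, ice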
GPR55 LPI antagonism: inhibition of LPI-stimulated GPR55 beta-arrestin translocation – imaging, U2OS, beta-arrestin-GFP, LPI agonist, primary screen (AID 2013); inhibition, % at 10 µM, or IC50 in µM where a hit was titrated; 290,000 tested, 0.13% active; U2OS GPR55 beta-arrestin-GFP translocation imaging, LPI antagonism; higher % means a stronger effect;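 active = spots per cell inhibited over 60%, with over 100 cells counted and total cytoplasm intensity under 500,000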;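 note: U2OS cells stably carrying GPR55 and arrestin-GFP stimulated by 5 µM LPI near EC80; imaged beta-arrestin-GFP aggregate spots per cell after agonist stimulation; plate controls were LPI-stimulated DMSO wells for no effect and DMSO wells without LPI for full effect; some results filed as inactive read as strong as hits; confirmed hits need IC50 under 10 µM and bright autofluorescent wells are also inconclusive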
Myeloid diff MLP: compounds promoting myeloid differentiation; ER-HoxA9 myeloid progenitors, lysozyme-GFP differentiation, flow cytometry; calls only at 10 µM; AID 624256; 360,000 tested, 1% active;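 active = normalized GFP-positive differentiation at or above the plate's own cutoff, the solvent-only control mean plus 3 SD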;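 note: cells exposed to compound for four days before flow analysis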
NTR1 agonist: NTR1-driven beta-arrestin-GFP spot formation – imaging, U2OS cells, high content, primary screen (AID 493036); P30989; agonist mode; activation, % at 20 µM; 330,000 tested, 0.17% active;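 active = activation at or above 40% of the spot to cytoplasm intensity ratio, with at least 20 cells analyzed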;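 note: 0% = DMSO without peptide and 100% = 100 nM NTR1 peptide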
Target sequence (P30989 whole entry, looked up): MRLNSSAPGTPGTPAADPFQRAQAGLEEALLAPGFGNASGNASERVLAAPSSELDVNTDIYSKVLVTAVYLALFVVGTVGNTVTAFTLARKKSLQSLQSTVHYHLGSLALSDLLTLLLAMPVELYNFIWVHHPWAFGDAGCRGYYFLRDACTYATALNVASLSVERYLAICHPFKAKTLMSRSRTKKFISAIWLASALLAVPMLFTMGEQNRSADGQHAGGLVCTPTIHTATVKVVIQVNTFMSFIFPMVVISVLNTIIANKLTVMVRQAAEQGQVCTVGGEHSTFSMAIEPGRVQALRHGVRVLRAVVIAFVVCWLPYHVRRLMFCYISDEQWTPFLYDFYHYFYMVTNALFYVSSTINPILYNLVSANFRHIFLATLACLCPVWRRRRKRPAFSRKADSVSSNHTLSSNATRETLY
GPR55 beta-arrestin: GPR55 agonists via beta-arrestin recruitment, primary screen, imaging, U2OS cells, beta-arrestin-GFP redistribution (AID 1961); activation, % at 10 µM, or EC50 in µM where a hit was titrated; U2OS GPR55 beta-arrestin-GFP redistribution imaging; higher % means a stronger effect; 290,000 tested, 0.048% active;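 active = activation above 40% with more than 50 cells counted in the well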;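 note: U2OS osteosarcoma cells stably expressing GPR55 and beta-arrestin-GFP; plate controls were DMSO negative control for no effect and LPI positive control for full effect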
NOD1 NF-kB reporter: NOD1 signaling inhibitors, primary screen, cell-based, luminescence, uHTS (AID 1578) | inhibition, % at 4 µM; hits with a dose series show EC50 in µM | 290,000 tested, 1% active | NOD1-driven NF-kB luciferase reporter cells, luminescence; higher % means a stronger effect; in the data active = inhibition mostly above about 36%, no sharp cut-off; inactive = mostly below about 34%;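 note: HEK-293T reporter cells stimulated with the NOD1 agonist gamma-tri-DAP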
KOR beta-arrestin-2: kappa opioid receptor activators – cell-based, luminescence, uHTS, primary screen (AID 1777) | KOR beta-arrestin recruitment, luminescence; higher % means a stronger effect | 280,000 tested, 0.02% active | activation, % at 10 µM; hits with a dose series show EC50 in µM; in the data active = activation above about 50%, passing the limit was not always enough; note: a part of the inactive calls stands beside numbers as strong as those of hits
HEK293 NOD2/NF-kB: inhibition of NOD2-driven NF-kB reporter – cell-based, luminescence, uHTS, HEK293 (AID 1566) | HEK293 NOD2/NF-kB luciferase reporter, luminescence; higher % means a stronger effect | one-dose inhibition, % at 4 µM; EC50 in µM for titrated hits | 290,000 tested, 0.63% active; note: many of its hits are not listed in these tables
T cell HTS vesicle-bound %: also measured in T cell HTS; calls as there; double positive events, %; measured here: CD8+ vesicle-bound cell fraction;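 binding gate set so that unloaded-vesicle control wells show 10% double positive cells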
NTR1 agonist cell count 20 µM: second read-out of NTR1 agonist, no call of its own (marks repeat the call); cell count; measured here: cell count, cytotoxicity flag
Myeloid diff MLP GFP+ MAC1+ %: also measured in Myeloid diff MLP; calls as there; GFP+ MAC1+ double positive, %; measured here: differentiation confirmed by MAC1 staining
Starred values were filed as active, the others as inactive; [ ] = another dose, or the depositor's remark. Cut-off read from the data, not from the text of the source, unless noted: active = inhibition above about 50%; inactive = the rest. Not all compounds are listed; count on the stated rates, not on these rows.

Screening Cc1ccc(SCC(=O)NNC(=O)c2ccccc2)c(C)c1 returned KOR beta-arrestin-1 -6%, T cell HTS inactive, GPR55 LPI antagonism 10%, Myeloid diff MLP inactive, NTR1 agonist -1.6, GPR55 beta-arrestin -0.2%, NOD1 NF-kB reporter -23%, KOR beta-arrestin-2 1.8%, HEK293 NOD2/NF-kB 17%, T cell HTS vesicle-bound % 32, NTR1 agonist cell count 20 µM 54 and Myeloid diff MLP GFP+ MAC1+ % 0.6.
`O=C(CN(C(=O)Cn1nnc(-c2cccs2)n1)c1ccc2c(c1)OCCO2)NCC1CCCO1` (stereo unspecified) gave KOR beta-arrestin-1 25%, T cell HTS inactive, GPR55 LPI antagonism 14%, Myeloid diff MLP inactive, NTR1 agonist 0.2, GPR55 beta-arrestin 0.2%, NOD1 NF-kB reporter -6%, KOR beta-arrestin-2 -5.4%, HEK293 NOD2/NF-kB 12%, T cell HTS vesicle-bound % 11, NTR1 agonist cell count 20 µM 96 and Myeloid diff MLP GFP+ MAC1+ % 0.8.
For CCOc1cc(/C=C2/C(=O)ON=C2C)ccc1OCc1ccc(F)cc1 the results were KOR beta-arrestin-1 11%, T cell HTS inactive, GPR55 LPI antagonism 9%, Myeloid diff MLP inactive, NTR1 agonist 57*, GPR55 beta-arrestin -0.3%, NOD1 NF-kB reporter 23%, KOR beta-arrestin-2 -3.7%, HEK293 NOD2/NF-kB 5%, T cell HTS vesicle-bound % 22, NTR1 agonist cell count 20 µM 56* and Myeloid diff MLP GFP+ MAC1+ % 0.7.
`CCCN(N=Nc1cccc([N+](=O)[O-])c1)c1cccc([N+](=O)[O-])c1` gave KOR beta-arrestin-1 -28%, T cell HTS inactive, GPR55 LPI antagonism 6%, Myeloid diff MLP inactive, NTR1 agonist 2.8, GPR55 beta-arrestin 0.0%, NOD1 NF-kB reporter -15%, KOR beta-arrestin-2 0.0%, HEK293 NOD2/NF-kB 6%, T cell HTS vesicle-bound % 30, NTR1 agonist cell count 20 µM 50 and Myeloid diff MLP GFP+ MAC1+ % 4.0.
For O=S(=O)(Cc1ccccc1)N1CCc2ccccc21 the results were KOR beta-arrestin-1 27%, T cell HTS inactive, GPR55 LPI antagonism 5%, NTR1 agonist -3.6, GPR55 beta-arrestin -0.2%, NOD1 NF-kB reporter -20%, KOR beta-arrestin-2 -2.4%, HEK293 NOD2/NF-kB -9%, T cell HTS vesicle-bound % 58 and NTR1 agonist cell count 20 µM 59.
Screening O=C(CNCCN1CCOCC1)Nc1ccccc1Sc1ccccc1 returned KOR beta-arrestin-1 15%, T cell HTS inactive, GPR55 LPI antagonism -1%, Myeloid diff MLP inactive, NTR1 agonist 0.8, GPR55 beta-arrestin -0.3%, NOD1 NF-kB reporter -21%, KOR beta-arrestin-2 4.3%, HEK293 NOD2/NF-kB 4%, T cell HTS vesicle-bound % 42, NTR1 agonist cell count 20 µM 88 and Myeloid diff MLP GFP+ MAC1+ % 0.3.
`CCCn1nc(C(=O)OCC(=O)c2ccccc2)c2ccccc2c1=O` gave KOR beta-arrestin-1 -40%, T cell HTS inactive, GPR55 LPI antagonism 8%, Myeloid diff MLP inactive, NTR1 agonist 0.5, GPR55 beta-arrestin -0.3%, NOD1 NF-kB reporter -44%, KOR beta-arrestin-2 2.2%, HEK293 NOD2/NF-kB 10%, T cell HTS vesicle-bound % 13, NTR1 agonist cell count 20 µM 54 and Myeloid diff MLP GFP+ MAC1+ % 0.4.
`COc1ccc(CCN=CC2=C(O)CCCC2=O)cc1OC` gave KOR beta-arrestin-1 -23%, T cell HTS inactive, GPR55 LPI antagonism 4%, Myeloid diff MLP inactive, NTR1 agonist -0.2, GPR55 beta-arrestin -0.1%, NOD1 NF-kB reporter -16%, KOR beta-arrestin-2 3.8%, HEK293 NOD2/NF-kB 3%, T cell HTS vesicle-bound % 57, NTR1 agonist cell count 20 µM 47 and Myeloid diff MLP GFP+ MAC1+ % 0.9.
For Cc1nc2sccn2c(=O)c1S(=O)(=O)N1CCN(c2cccc(Cl)c2)CC1 the results were KOR beta-arrestin-1 -14%[20 µM], T cell HTS inactive, GPR55 LPI antagonism 6%, Myeloid diff MLP inactive, NTR1 agonist 0.0, GPR55 beta-arrestin 0.4%, NOD1 NF-kB reporter -11%, KOR beta-arrestin-2 1.6%, HEK293 NOD2/NF-kB 6%, T cell HTS vesicle-bound % 29, NTR1 agonist cell count 20 µM 64 and Myeloid diff MLP GFP+ MAC1+ % 8.7.
For COc1ccc(CCNC(=O)c2ccc3ccccc3n2)cc1OC the results were KOR beta-arrestin-1 -53%[20 µM], T cell HTS inactive, GPR55 LPI antagonism -2%, Myeloid diff MLP inactive, NTR1 agonist 1.4, GPR55 beta-arrestin 0.2%, NOD1 NF-kB reporter -15%, KOR beta-arrestin-2 2.1%, HEK293 NOD2/NF-kB 7%, T cell HTS vesicle-bound % 58, NTR1 agonist cell count 20 µM 46 and Myeloid diff MLP GFP+ MAC1+ % 0.2.
For C=CCN1C(=O)/C(=C2/Sc3ccccc3N2CCCS(=O)(=O)O)SC1=S the results were KOR beta-arrestin-1 15%, T cell HTS inactive, GPR55 LPI antagonism 1%, Myeloid diff MLP inactive, NTR1 agonist -0.2, GPR55 beta-arrestin 0.2%, NOD1 NF-kB reporter -3%, KOR beta-arrestin-2 1.5%, HEK293 NOD2/NF-kB 6%, T cell HTS vesicle-bound % 38, NTR1 agonist cell count 20 µM 58 and Myeloid diff MLP GFP+ MAC1+ % 0.2.
Screening NS(=O)(=O)c1ccc(N=Nc2c(O)c(C(=O)O)cc3ccccc23)cc1 returned KOR beta-arrestin-1 23%, T cell HTS inactive, GPR55 LPI antagonism 15%, Myeloid diff MLP inactive, NTR1 agonist -0.6, GPR55 beta-arrestin -0.2%, NOD1 NF-kB reporter -9%, KOR beta-arrestin-2 1.9%, HEK293 NOD2/NF-kB 0%, T cell HTS vesicle-bound % 51, NTR1 agonist cell count 20 µM 94 and Myeloid diff MLP GFP+ MAC1+ % 0.3.
`Cc1cccc(-n2ncc3c(NNC(=O)c4ccco4)ncnc32)c1` gave KOR beta-arrestin-1 -18%, T cell HTS inactive, GPR55 LPI antagonism 2%, Myeloid diff MLP inactive, NTR1 agonist -0.7, GPR55 beta-arrestin -0.2%, NOD1 NF-kB reporter -34%, KOR beta-arrestin-2 2.0%, HEK293 NOD2/NF-kB -5%, T cell HTS vesicle-bound % 69, NTR1 agonist cell count 20 µM 55 and Myeloid diff MLP GFP+ MAC1+ % 0.7.
Screening Cc1cc(C)c2cc(C#N)c(NCCOC(=O)c3ccccc3C)nc2c1 returned KOR beta-arrestin-1 -1%, T cell HTS inactive, GPR55 LPI antagonism -5%, Myeloid diff MLP inactive, NTR1 agonist 2.0, GPR55 beta-arrestin -0.1%, NOD1 NF-kB reporter 18%, KOR beta-arrestin-2 -4.0%, HEK293 NOD2/NF-kB 23%, T cell HTS vesicle-bound % 19, NTR1 agonist cell count 20 µM 65 and Myeloid diff MLP GFP+ MAC1+ % 5.3.
CCOC(=O)N1CCC(NS(=O)(=O)c2ccc3c(c2)CCN3C(C)=O)CC1 was read as KOR beta-arrestin-1 2%, T cell HTS inactive, GPR55 LPI antagonism 13%, Myeloid diff MLP inactive, NTR1 agonist -4.3, GPR55 beta-arrestin -0.1%, NOD1 NF-kB reporter -6%, KOR beta-arrestin-2 1.6%, HEK293 NOD2/NF-kB 9%, T cell HTS vesicle-bound % 17, NTR1 agonist cell count 20 µM 86 and Myeloid diff MLP GFP+ MAC1+ % 1.7.
Screening CCN(CC(=O)N1CCCCC1)S(=O)(=O)c1ccccc1 returned KOR beta-arrestin-1 4%, T cell HTS inactive, GPR55 LPI antagonism 12%, Myeloid diff MLP inactive, NTR1 agonist 1.6, GPR55 beta-arrestin -0.1%, NOD1 NF-kB reporter -28%, KOR beta-arrestin-2 2.0%, HEK293 NOD2/NF-kB -12%, T cell HTS vesicle-bound % 70, NTR1 agonist cell count 20 µM 67 and Myeloid diff MLP GFP+ MAC1+ % 1.2.
Screening Cc1ccc(NC(=O)C2CCCN2C(=O)Oc2ccccc2)cc1C (stereo unspecified) returned KOR beta-arrestin-1 -10%, T cell HTS inactive, GPR55 LPI antagonism -5%, Myeloid diff MLP inactive, NTR1 agonist 5.9, GPR55 beta-arrestin 0.2%, NOD1 NF-kB reporter -2%, KOR beta-arrestin-2 0.9%, HEK293 NOD2/NF-kB 10%, T cell HTS vesicle-bound % 38, NTR1 agonist cell count 20 µM 89 and Myeloid diff MLP GFP+ MAC1+ % 2.9.
For CCCCn1c(SCC(=O)N2CCc3ccccc32)nnc1-c1ccncc1 the results were KOR beta-arrestin-1 6%, T cell HTS inactive, GPR55 LPI antagonism 5%, Myeloid diff MLP inactive, NTR1 agonist -0.5, GPR55 beta-arrestin -1.9%, NOD1 NF-kB reporter -1%, KOR beta-arrestin-2 1.9%, HEK293 NOD2/NF-kB -10%, T cell HTS vesicle-bound % 60, NTR1 agonist cell count 20 µM 52 and Myeloid diff MLP GFP+ MAC1+ % 0.6.
`Cc1cccc(OCCCC(=O)Nc2ccc3c(c2)OCO3)c1` gave KOR beta-arrestin-1 4%, T cell HTS inactive, GPR55 LPI antagonism 4%, Myeloid diff MLP inactive, NTR1 agonist 0.4, GPR55 beta-arrestin 0.1%, NOD1 NF-kB reporter 15%, KOR beta-arrestin-2 -9.7%, HEK293 NOD2/NF-kB -16%, T cell HTS vesicle-bound % 18, NTR1 agonist cell count 20 µM 48 and Myeloid diff MLP GFP+ MAC1+ % 8.1.
Screening O=C(OCc1cccc([N+](=O)[O-])c1)c1cnccn1 returned KOR beta-arrestin-1 -1%, T cell HTS inactive, GPR55 LPI antagonism 10%, Myeloid diff MLP inactive, NTR1 agonist -0.2, GPR55 beta-arrestin -0.2%, NOD1 NF-kB reporter -23%, KOR beta-arrestin-2 -3.4%, HEK293 NOD2/NF-kB 23%, T cell HTS vesicle-bound % 51, NTR1 agonist cell count 20 µM 71 and Myeloid diff MLP GFP+ MAC1+ % 0.2.
COc1ccc(-c2cc(C(=O)N/N=C(\C)c3cccnc3)c3ccccc3n2)c(OC)c1 was read as KOR beta-arrestin-1 12%, T cell HTS inactive, GPR55 LPI antagonism -5%, Myeloid diff MLP inactive, NTR1 agonist -0.2, GPR55 beta-arrestin -0.2%, NOD1 NF-kB reporter 5%, KOR beta-arrestin-2 -0.4%, HEK293 NOD2/NF-kB 20%, T cell HTS vesicle-bound % 6, NTR1 agonist cell count 20 µM 61 and Myeloid diff MLP GFP+ MAC1+ % 2.5.
